PTPN22 inh 2: PTPN22 phosphatase inhibitors, primary screen, biochemical, DiFMUP fluorescence, 2 µM; Tyrosine-protein phosphatase non-receptor type 22 (Homo sapiens), Q9Y2R2; AID 640, 2007; inhibition, % at 2 µM; recombinant LYP catalytic domain; actives 0.21% (n = 96,000);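 active = inhibition at 2 µM at or above a set limit, the screen mean plus 3 SD, cut at about 24% in these data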;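 note: 0% = DMSO with enzyme and 100% = enzyme fully blocked by orthovanadate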
PTK2B oligo ant: antagonists of Pyk2 self-association, primary screen, Q293 cells, FERM NanoBiT luminescence, HTS. active compounds read low. z-score (the deposit names both 25 µM and 10 µM). Protein-tyrosine kinase 2-beta (Homo sapiens), Q14289. actives 0.83% (n = 99,000). AID 1347419, 2020;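 active = Z-score of -3 or lower, scaled per plate to the spread of control and sample wells; inactive = z-score above -3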;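 note: negative z-score means lost luminescence so less FERM oligomerization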
HIV Rev-RRE inh: HIV-1 Rev-RRE binding inhibitors, primary screen, biochemical, FRET, protein-RNA interaction. Rev peptide-RRE RNA binding. inhibition, % at 8 µM. actives 0.79% (n = 97,000). AID 704, 2007;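 active = inhibition above the screen-wide mean plus 3 SD, cut at about 35% in these data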;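 note: 0% = median DMSO wells and 100% = median Neomycin B control wells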
Target sequence (P05866 whole entry, looked up): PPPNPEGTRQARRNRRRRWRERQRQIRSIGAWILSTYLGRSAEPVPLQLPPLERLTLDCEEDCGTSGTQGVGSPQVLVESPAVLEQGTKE
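Test system: labelled RRE RNA duplex and labelled Rev peptide. Times: 5 min compound–RNA preincubation, then 15 min with peptide, 25 °C. Doses: single-dose 8 µM. Measured by: FRET, excitation 480 nm, emission 540 nm donor and 671 nm acceptor. Measure: % inhibition of FRET ratio versus controls.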
Plk1 PBD FP: Plk1 polo box domain binding inhibitors, primary screen, biochemical, fluorescence polarization | Serine/threonine-protein kinase PLK1 (Homo sapiens), P53350 | Plk1 PBD phosphopeptide binding | inhibition, %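 (tested at about 20 µM)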 | actives 0.13% (n = 97,000) | AID 693, 2007; in the data active = inhibition above about 34%, passing the limit was not always enough
FAK blocker: FAK kinase inhibitors, primary screen, biochemical; actives 0.84% (n = 97,000); Focal adhesion kinase 1 (Homo sapiens), Q05397; inhibition, %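 (tested at 7 µM)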; biochemical FAK kinase activity assay; in the data active = inhibition above about 19%;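 note: 0% = DMSO and 100% = reference compound high control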
PLK1 inh: human PLK1 kinase inhibitors, primary screen, biochemical, TR-FRET; actives 0.53% (n = 97,000); Serine/threonine-protein kinase PLK1 (Homo sapiens), P53350; recombinant PLK1 kinase, TR-FRET peptide phosphorylation; inhibition, % at 10 µM;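 active = inhibition of 50% or more in the single-concentration screen; inactive = inhibition below 50%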;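 note: 0% = DMSO max control and 100% = H-89 dihydrochloride min control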
EphB4 antag: EphB4-ephrin-B2 interaction antagonists, primary screen, biochemical, TNYL-RAW peptide probe, fluorescence polarization; EphB4 LBD / TNYL-RAW-Alexa532 peptide; Ephrin type-B receptor 4 (Homo sapiens), P54760; inhibition, % at 7 µM; AID 720, 2007; actives 0.15% (n = 97,000);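 active = inhibition above the screen-wide mean inhibition plus 3 SD, cut at about 15% in these data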;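 note: 0% = DMSO wells and 100% = excess unlabeled TNYL-RAW peptide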
Target sequence (P54760 whole entry, looked up, the tested form may be a part): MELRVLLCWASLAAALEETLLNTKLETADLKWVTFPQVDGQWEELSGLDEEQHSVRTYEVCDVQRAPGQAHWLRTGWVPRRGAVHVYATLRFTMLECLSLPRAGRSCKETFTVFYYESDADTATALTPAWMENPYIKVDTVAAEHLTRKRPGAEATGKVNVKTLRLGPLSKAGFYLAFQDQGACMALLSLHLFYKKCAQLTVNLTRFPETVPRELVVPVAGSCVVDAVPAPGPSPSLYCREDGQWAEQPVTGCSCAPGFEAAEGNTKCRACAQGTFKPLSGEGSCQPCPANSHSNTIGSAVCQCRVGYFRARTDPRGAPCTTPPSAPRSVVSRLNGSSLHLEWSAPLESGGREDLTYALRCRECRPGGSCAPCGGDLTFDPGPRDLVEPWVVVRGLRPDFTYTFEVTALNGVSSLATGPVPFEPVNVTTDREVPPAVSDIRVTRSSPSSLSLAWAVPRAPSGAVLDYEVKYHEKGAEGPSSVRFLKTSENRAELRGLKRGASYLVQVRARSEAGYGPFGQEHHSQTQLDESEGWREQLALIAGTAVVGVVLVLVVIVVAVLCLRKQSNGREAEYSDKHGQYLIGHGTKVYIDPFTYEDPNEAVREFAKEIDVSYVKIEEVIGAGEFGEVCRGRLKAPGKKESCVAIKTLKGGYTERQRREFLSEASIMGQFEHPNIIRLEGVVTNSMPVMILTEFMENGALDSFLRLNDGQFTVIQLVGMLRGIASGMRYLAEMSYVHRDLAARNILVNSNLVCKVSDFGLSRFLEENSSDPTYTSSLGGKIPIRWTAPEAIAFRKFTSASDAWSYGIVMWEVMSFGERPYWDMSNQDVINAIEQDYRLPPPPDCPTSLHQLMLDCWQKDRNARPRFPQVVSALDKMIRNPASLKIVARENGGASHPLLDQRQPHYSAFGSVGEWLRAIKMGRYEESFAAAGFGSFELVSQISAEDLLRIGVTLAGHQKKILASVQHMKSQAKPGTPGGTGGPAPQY
cytoskel mod: modifiers of F-actin cytoskeleton organization, primary screen, imaging, HUVEC, phalloidin staining, high-content imaging. inhibition, % at 2 µM. HUVEC TNFa F-actin phalloidin imaging. actives 0.18% (n = 91,000). AID 836, 2007;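 active = inhibition above the batch mean plus 3 SD and confirmed as a hit by visual image inspection, cut at about 30% in these data, passing the limit was not always enough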; note: strong numbers were not always called active
PTPN22 act: LYP phosphatase activators, primary screen, biochemical, DiFMUP fluorescence, 2 µM | recombinant LYP; 0 = plate median, 100 = signal doubled | actives 0.11% (n = 96,000) | Tyrosine-protein phosphatase non-receptor type 22 (Homo sapiens), Q9Y2R2 | activation, % at 2 µM;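 active = activation at 2 µM above a set limit, the mean plus 5 SD, cut at about 37% in these data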
Starred values were filed as active, the others as inactive; nt = no result given. This is a random part of the collection, and some 3.5% of all compounds hit somewhere here.

SMILES	PTPN22 inh 2	PTK2B oligo ant	HIV Rev-RRE inh	Plk1 PBD FP	FAK blocker	PLK1 inh	EphB4 antag	cytoskel mod	PTPN22 act
O=C(NCc1ccc(C(F)(F)F)cc1)C1CC(c2c(Cl)cccc2Cl)=NO1 (stereo not given)	1	nt	10	-5	-4	-7	-3	16	3
O=S(=O)(Nc1ccc2c(c1)oc1ccccc12)N1CCCC1	4	-2.1	11	0	12	-12	0	-7	-6
O=c1/c(=C/c2ccc(O)cc2)sc2n1CCCN=2	4	0.32	4	6	6	-1	2	nt	-3
Cc1ccc(C)c(/C=N/NC(=S)NCCc2ccccc2)c1	9	0.32	6	-8	-2	5	4	-13	-10
CCN(CC)C(=O)CSc1ncnc2c1cnn2Cc1ccccc1	14	0.68	7	7	0	-13	-8	-31	-14
COC(=O)c1cc(OC)c(OC)cc1NC(=S)N1CCN(Cc2ccccc2)CC1	-4	0.09	2	2	2	-5	2	-8	2
Clc1ccccc1CN(Cc1ccccc1)C(c1cccs1)c1nnnn1C1CCCC1 (stereo not given)	6	0.25	29	-9	1	1	0	18	-9
Cc1cccc(NC(=S)N/N=C/c2ccc([N+](=O)[O-])s2)c1	-13	0.87	6	1	-5	-7	8	-4	16
CCN(CC)C(=O)CSc1nnc(CNc2ccc(F)cc2)n1Cc1ccco1	-1	2	3	-24	0	-10	2	3	-1
CCN(CC)C(=O)C(=O)c1cccn1-c1cccc(-n2cccc2C(=O)C(=O)N(CC)CC)c1C#N	-4	1.2	-5	-11	0	5	7	nt	5
O=c1[nH]c2ccccc2nc1NCCN1CCOCC1	-3	1.3	2	4	-9	-1	-4	-13	6
O=S(=O)(NCc1ccccn1)c1ccc(F)cc1	0	-0.35	2	17	-3	-9	-4	18	-2
COC(=O)c1ccc(NCC(=O)c2ccccc2)cc1	-14	0.07	3	-4	-6	-1	-2	nt	15
COc1ccc(S(=O)(=O)N2CCN(c3cc(-c4ccccc4)nc4ncnn34)CC2)cc1	-3	-1.4	-1	11	7	-3	-1	-27	3
Cc1ccc2oc(=O)cc(CN3CCOCC3)c2c1	-2	-0.17	5	-5	2	8	0	-43	-1
CC(C)CCNC(=O)NC(=O)COc1ncnc2sccc12	-20	-0.23	15	10	4	-6	1	-6	16
O=c1oc2ccccc2c2c1ncn2CCN1CCOCC1	-8	-0.14	6	17	0	8	0	4	9
Cc1ccnc2nc(C(=O)Nc3ccc4c(c3)OCO4)nn12	4	1.1	8	0	0	-10	5	8	-5
COc1ccccc1NC(=O)c1ccc(COc2ccccc2OC)o1	-8	0.42	7	-16	5	-12	-3	-16	11
CC(C)C(=O)Nc1c(-c2cccs2)c(=O)c2ccccc2n1C	0	0.86	14	6	-2	-13	3	-8	3
CCCCn1nnnc1NCc1ccc(N(CC)CC)cc1	-5	0.28	5	-3	1	-9	9	-15	4
Cc1c(C#N)c2ccccc2n1CC(=O)NCCc1c[nH]c2ccccc12	3	nt	7	-19	-1	-3	9	5	-6
Cc1ccc(SCc2[nH]nc3c2C(c2cccnc2)C(C#N)=C(N)O3)cc1 (stereo not given)	-3	-0.28	1	1	2	-13	-2	-7	3
CC(C)C(c1nnnn1C1CCCC1)N1CCOCC1 (stereo not given)	1	0.01	2	11	1	-8	7	0	-2
COc1ccc(/C=C(/C(=O)c2ccc(Cl)cc2Cl)n2cncn2)cc1	1	-0.56	9	-1	2	-17	5	17	1

For convenience, part of the list above:
SMILES	PTPN22 inh 2	PTK2B oligo ant	HIV Rev-RRE inh	Plk1 PBD FP	FAK blocker	PLK1 inh	EphB4 antag	cytoskel mod	PTPN22 act
Cc1ccc(C)c(/C=N/NC(=S)NCCc2ccccc2)c1	9	0.32	6	-8	-2	5	4	-13	-10
CCN(CC)C(=O)CSc1ncnc2c1cnn2Cc1ccccc1	14	0.68	7	7	0	-13	-8	-31	-14

Continued.
SMILES	PTPN22 inh 2	PTK2B oligo ant	HIV Rev-RRE inh	Plk1 PBD FP	FAK blocker	PLK1 inh	EphB4 antag	cytoskel mod	PTPN22 act
CCc1nc(C)ccc1OCC(=O)NCCCN(C)C	-13	-0.3	1	-6	-3	-11	-3	-38	10
O=C(NNC(=O)C1CCCCC1)C(=O)NC1CCCCC1	7	1.4	9	-11	4	-11	16*	-21	-3
Cc1ccc(C)c(C(=O)c2c(C)nc3sccn23)c1	1	0.21	-3	15	-1	-11	3	5	-5
Cn1ncc(Cl)c1C(=O)Nc1cccc(Cl)c1	3	1.5	5	-24	0	-1	3	-5	-3
Cc1ccc2c(C)c(C(=O)N(Cc3cccs3)C3CCS(=O)(=O)C3)oc2c1 (stereo not given)	14	-0.42	14	-1	-1	0	4	nt	-14
O=c1c2cn[nH]c2nc(SCc2ccc3c(c2)OCCO3)n1-c1ccccc1	-6	-3.7*	-2	16	2	13	1	-2	6
CS(=O)(=O)c1ccc(N2CCOCC2)c(S(C)(=O)=O)c1	-5	0.33	5	-17	7	-3	2	-18	2
COC(=O)c1cccc(Nc2cc(C)nc(-c3ccccc3O)n2)c1	-2	-1.4	10	5	5	-193	-1	-26	0
COc1ccc(-c2nnc(SCC(=O)N3CCc4ccccc4C3)o2)cc1	-2	0.24	5	25	-1	-18	-1	-24	-2
CC1CCCCN1S(=O)(=O)c1ccc2c(c1)CCN2C(=O)CCC(=O)O (stereo not given)	-3	-0.12	1	3	-1	-6	0	5	1
O=C(Cc1nc2ccccc2[nH]1)NCc1ccco1	3	0.38	14	20	6	-11	6	-8	-3
O=C(N1CCN(Cc2ccccc2)CC1)C12CC3CC(CC(C3)C1)C2	-1	-0.06	0	0	1	-19	-5	-6	-2
O=C(NNS(=O)(=O)c1ccc(Cl)cc1)C1CCN(Cc2ccccc2)CC1	17	0.46	9	-13	1	6	-3	53	-14
O=C(Nc1ccc(Cc2ccncc2)cc1)C1CC1	-2	0.41	3	19	-2	-9	2	-3	4
CCN1CCCC1CNCc1cccc(OC)c1OCc1ccccc1F (stereo not given)	-2	-0.35	-6	-3	-1	-9	1	4	5
COc1ccc(-c2nc(N)n[nH]2)cc1OC	12	1.3	5	-4	6	-4	1	19	-8
Cc1ccc2nc(SCC(=O)O)nc(C)c2c1	13	1.1	2	-33	-4	-2	0	22	-11
CC(C)(C)N(Cc1cc2ccccc2[nH]c1=O)C(=O)c1cccnc1	6	-0.51	4	20	3	-6	7	6	-7
COc1ccccc1NC(=O)NCc1ccc2c(c1)OCO2	-7	nt	8	-9	-1	-6	11	-4	5
CSc1nc2c(c(C(F)(F)F)n1)CC(C)CC2 (stereo not given)	-7	0.47	3	-8	-4	-15	-6	-3	9
O=C(CCS(=O)(=O)Cc1ccccc1)NC1CCCCC1	2	0.07	6	-13	-1	-9	12	23	-5
Cc1ccc(-c2nnn(CCC(=O)N3CCCCC3C)n2)cc1 (stereo not given)	-2	1.4	6	-14	-2	-10	6	-43	1
CCSc1ccc2nnc(-c3ccc(F)cc3)n2n1	-1	-0.14	3	-7	2	4	5	-21	1
CCOC(=O)Cn1nnnc1CN(Cc1ccc(OC)cc1)Cc1cc2cc(C)ccc2[nH]c1=O	2	-0.28	5	15	1	-3	3	-17	2
CC1(C)Cc2cccc(OCC(=O)Nc3cccnc3)c2O1	1	0.14	2	-24	-7	-10	4	-11	-2
SMILES	PTPN22 inh 2	PTK2B oligo ant	HIV Rev-RRE inh	Plk1 PBD FP	FAK blocker	PLK1 inh	EphB4 antag	cytoskel mod	PTPN22 act
COCCn1c(C)nc2oc3ccc(Br)cc3c(=O)c2c1=O	4	0.38	16	-6	1	-12	-1	-27	-5
COc1ccc(N2CCN(Cc3oc(CO)cc(=O)c3O)CC2)cc1	-10	-0.74	1	-1	0	0	0	15	12
O=C(CCN1C(=O)COc2ccccc21)NCCN1CCN(c2cccc(Cl)c2)CC1	6	0.48	9	-12	-6	-8	3	-5	-3
Cc1cccc(C)c1OCc1nnc(SCC(=O)Nc2nccs2)n1-c1ccccc1	-13	0.51	3	-14	-3	-6	0	2	8
CC(C)OP(=O)(c1ccc(N(C)C)cc1)C(O)c1ccccc1 (stereo not given)	4	0.16	5	-17	-1	-12	-1	-7	-2
COc1ccc(-c2nnc(SCC(=O)c3ccco3)n2-c2ccccc2)cc1	4	-0.31	-1	2	2	-13	1	-3	-4
COc1ccc(S(=O)(=O)N(C)CC(=O)NCCC2=CCCCC2)cc1	-6	0.58	1	-8	0	7	-10	4	4
O=C(CSc1ccc(Cl)cc1)Nc1ccc(N2CCN(c3ccccc3)CC2)c(F)c1	6	-0.08	4	12	1	0	-3	-6	-4
CCOC(=O)C(NC=O)(NC(C)(C)C)C(=O)OCC	16	-0.61	12	-8	-3	7	-1	24	-17
CC(=O)c1cccc(NS(=O)(=O)N(C)C)c1	1	0.67	8	-2	3	-1	0	-2	-2
CCCOc1ccc(C2C(C(=O)c3ccco3)=C(O)C(=O)N2CCCn2ccnc2)cc1 (stereo not given)	0	0.59	0	-2	-6	2	1	27	-2
COc1ccccc1NC(=O)/C(C#N)=C/C=C/c1ccco1	-10	-0.07	5	6	2	-6	-5	0	7
Cc1ccc2nc(-c3cc(N)cc(N)c3)oc2c1	8	0.12	4	37	-4	-20	6	-26	-7
Cn1nccc1C(=O)Nc1ccc(Cl)cc1	-8	0.01	1	-5	-3	6	0	30	5
Cc1ccc(-c2nc3cc(Cl)ccc3o2)cc1	2	-0.63	7	8	1	-1	-8	5	0
Cc1ccc(-c2ccc(/C=N/c3ncn[nH]3)o2)cc1Cl	14	0.52	2	-18	0	-3	1	17	-14
CC(=O)N1CCc2[nH]c3ccccc3c2C1	-9	0.27	2	-13	-2	-12	-3	6	6
CCCCC(=O)Nc1ccc(C(N)=O)cc1	-4	-0.41	3	8	-3	4	-2	17	3
O=C(O)COc1ccc2nsnc2c1Cl	-1	0.11	3	12	-20	-4	-1	20	-2
Cc1cnc(NC(=O)CSc2nnc(-c3ccccc3)n2Cc2ccccc2)s1	-2	-1.3	9	-2	-1	-6	-1	-2	0
Cc1cc(/C=N\NC(=O)CC(=O)NC2CCCCC2)c(C)n1-c1ccc(Cl)cc1	-12	0.19	-2	-12	-3	-17	-2	12	9
COc1cc(OC)cc(C(=O)N2CCN(C(=O)c3ccc(OC)c(OC)c3)CC2)c1	-11	0.28	1	21	2	0	-6	10	8
CCOC(=O)C1CCCN(S(=O)(=O)Cc2ccccc2)C1 (stereo not given)	-6	0.13	1	21	-4	-8	-4	-1	5
O=C(O)c1cccc(S(=O)(=O)NCc2cccs2)c1	6	1.1	0	10	0	1	-6	-22	-7
O=C(NC1(C(F)(F)F)NC(=O)N(Cc2cccnc2)C1=O)c1ccc(F)cc1 (stereo not given)	2	0.46	-5	-12	-8	-1	-1	-7	3
CN1C2=C(C#N)C(c3ccccc3)(C(F)(F)F)NC(=O)N2c2ccccc21 (stereo not given)	2	-1.6	2	-5	-2	-13	2	-7	-3
COc1c(C)cccc1C(=O)Nc1ccc(N2CCOCC2)c(Cl)c1	-1	0	7	12	0	-9	-3	-16	3

Screens (PubChem BioAssay)
